High-throughput results (PubChem)
DRD3 antagonist = blocks the human D3 dopamine receptor | AID 652054 | 360,000 tested, 2.5% active | P35462 | D3R cells, DiscoveRx beta-arrestin luminescence, antagonist mode; active compounds read low | max response, negative = inhibition, %; in the data active = max response below about -50%; inconclusive = no clear call, values can overlap the other calls; also: % is scaled to controls: 0 for no effect and ±100 for the full control effect; mostly tested at two doses, the higher about 12 µM
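Cells expressing the human receptor were seeded at 1500 cells/well, incubated overnight at 37 degrees C in 5% CO2, then exposed to library compounds with dopamine controls for 90 minutes at 37 degrees C before luminescent detection.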
aSyn yeast inh = inhibitors of alpha-synuclein toxicity in yeast | Yeast expressing alpha-synuclein, growth rescue, BacTiter-Glo, 24 h | Potency, µM (doses to about 46.1 µM), for the others: at the highest dose growth rescue (activation), usual class: activators | 370,000 tested, 0.14% active | AID 652106; also: potency is read from the fitted curve at half-maximal effect; % of control where 0% means no effect; nearly all actives have a fitted effect of over 65% in size
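Rescue of yeast growth: cells expressing toxic alpha-synuclein, induced in galactose at OD600 0.02, incubated with compound 24 h at 30 C. ATP luminescence quantified growth; inhibitors of toxicity appear as activators.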
TDP43 rescue = TDP-43 toxicity inhibition in yeast. 410,000 tested, 1.8% active. TDP-43 expressing yeast growth rescue, BacTiter-Glo, 24 h. Potency, µM (titrated, usually from 46.1 µM), without a hit: top-dose growth rescue (activation), actives largely listed as activators; also: potency is read from the fitted curve at half-maximal effect; % of control where 0% means no effect; nearly all actives have a fitted effect of over 50% in size
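Readout is BacTiter-Glo luminescence of cell growth, so inhibitors register as activators. TDP-43-expressing yeast at OD600=0.02 in galactose medium, after raffinose pregrowth to mid-log, were incubated with compound for 24 hr at 30 deg C.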
HEK293 tox = cytotoxicity counter-screen for GLP-1 receptor inverse agonists | HEK293 cAMP-luciferase reporter cells, luminescence, 24 h | 410,000 tested, 0.13% active | Potency, µM (top dose mostly 38.3 µM), without a hit: top-dose activity change, negative = inhibition, most hits filed as inhibitors;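 also: loss of luciferase light is scored as toxicity; potency is read from the fitted curve at half-maximal effect; % is scaled to controls: 0 for no effect and ±100 for the full control effect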
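Quantitative HTS format, 1536 wells, 200 cells/uL seeded. Compounds: 23 nL, 24 h, 37 °C. Detection: luciferase reagent, luminescence at 12 min RT; decreased signal taken as cytotoxic.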
GLP1R ag = activates the human GLP-1 receptor. HEK293 GLP-1R CRE-luciferase, luminescence, 4-6 h; cells express a hypersensitive GLP-1R form. Potency, µM (titrated, usually from 45.6 µM), inactives show top-dose activation, usual class: activators. 380,000 tested, 0.007% active; also: potency is read from the fitted curve at half-maximal effect; % of control where 0% means no effect
Target sequence (P43220 whole entry, looked up): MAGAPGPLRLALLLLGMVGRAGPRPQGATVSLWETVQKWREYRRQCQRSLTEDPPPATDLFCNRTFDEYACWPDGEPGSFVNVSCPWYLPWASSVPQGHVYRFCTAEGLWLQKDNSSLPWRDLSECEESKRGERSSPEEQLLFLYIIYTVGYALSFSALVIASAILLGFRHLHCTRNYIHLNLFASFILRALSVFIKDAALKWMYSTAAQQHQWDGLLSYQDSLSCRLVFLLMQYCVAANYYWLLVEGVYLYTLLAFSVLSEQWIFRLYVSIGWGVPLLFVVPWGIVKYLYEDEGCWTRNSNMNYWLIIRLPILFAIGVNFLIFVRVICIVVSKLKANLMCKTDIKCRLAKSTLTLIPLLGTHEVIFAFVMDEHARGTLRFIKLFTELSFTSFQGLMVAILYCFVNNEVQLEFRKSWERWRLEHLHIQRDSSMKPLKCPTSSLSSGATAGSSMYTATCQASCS
KB-V1 cytotox = KB-V1 MDR subline cytotoxicity; KB-V1 MDR cells viability, CellTiter-Glo, 72 h; Potency, µM (doses to about 46.1 µM), for inactives: top-dose activity change, negative = cytotoxicity, most hits filed as cytotoxic; 400,000 tested, 3.4% active; AID 1347076; also: potency is read from the fitted curve at half-maximal effect; % is scaled to controls: 0 for no effect and ±100 for the full control effect; nearly all actives have a fitted effect of over 60% in size
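Cytotoxicity toward P-gp-expressing KB-V1 cells was determined as loss of CellTiter-Glo luminescence after 72 h at 37 degrees C. Compounds were tested in quantitative HTS format across a concentration range, with curves fitted to normalized data.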
D3 ag = agonists of human D3 dopamine receptor; P35462; D3R DiscoveRx beta-arrestin cells, luminescence, 90 min; max activation, %; 410,000 tested, 0.58% active; in the data active = max activation above about 30%; also: 0% is about no effect; mostly tested at two doses, the higher about 12 µM
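Agonist-mode cell screen: cells plated at 1500/well and incubated overnight at 37 °C, then exposed to library compounds for 90 min at 37 °C. Detection reagent was added for 30–60 min at room temperature, and luminescence was read.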
PTHR1 ag = PTHR1 (human) receptor agonism; HEK293 GP2 PTHR1 cells, GloSensor cAMP luminescence, 1 h; Potency, µM (top dose mostly 115 µM), inactives show top-dose activation, usual class: activators; 410,000 tested, 0.075% active; Q03431; AID 743266; also: potency is read from the fitted curve at half-maximal effect; nearly all actives have a fitted effect of over 55% in size; some results filed as inactive show a strong effect at the top dose; inactives centre near -15; many of its hits are not listed in these tables
Target sequence (Q03431 whole entry, looked up): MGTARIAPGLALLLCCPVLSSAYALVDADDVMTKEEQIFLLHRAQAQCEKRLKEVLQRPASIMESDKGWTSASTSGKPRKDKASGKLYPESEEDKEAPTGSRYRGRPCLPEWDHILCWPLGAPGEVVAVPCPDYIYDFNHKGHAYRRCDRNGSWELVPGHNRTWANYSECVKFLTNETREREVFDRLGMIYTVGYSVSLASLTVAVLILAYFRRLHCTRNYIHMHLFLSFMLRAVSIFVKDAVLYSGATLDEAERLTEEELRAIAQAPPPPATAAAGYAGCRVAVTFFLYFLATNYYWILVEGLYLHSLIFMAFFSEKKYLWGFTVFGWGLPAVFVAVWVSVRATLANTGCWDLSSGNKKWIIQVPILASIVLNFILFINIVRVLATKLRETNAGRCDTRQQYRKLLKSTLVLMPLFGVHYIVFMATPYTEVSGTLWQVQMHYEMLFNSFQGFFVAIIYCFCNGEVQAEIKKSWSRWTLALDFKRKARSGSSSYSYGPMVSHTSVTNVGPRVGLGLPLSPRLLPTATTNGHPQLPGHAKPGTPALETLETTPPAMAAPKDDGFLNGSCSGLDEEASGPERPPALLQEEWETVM
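HEK-293-derived GP2 cells expressing PTHR1 and a GloSensor cAMP reporter, 3,000/well, plated overnight, given luciferin plus IBMX (each 0.5 mM as added) for 1 h at 37 °C, then compound for 1 h at 37 °C. Luminescence was read after 15 min at room temperature.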
GLP-1R inv ag = inverse agonists of human GLP-1 receptor. 410,000 tested, 1.6% active. AID 624417. P43220. HEK293 GLP-1R CRE-luciferase, luminescence, 24 h; GLP-1R form is constitutively active. Potency, µM (titrated, usually from 38.3 µM), for inactives: top-dose activity change, negative = inhibition, hits mostly inhibitors; also: potency is read from the fitted curve at half-maximal effect; % is scaled to controls: 0 for no effect and ±100 for the full control effect; nearly all actives have a fitted effect of over 55% in size
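Seeding at 200 cells/uL, 12 h culture, 24 hr compound treatment, then luciferase reagent and a luminescence read; cells are HEK293 stably expressing a constitutively active GLP-1R plus cAMP-responsive luciferase.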
The depositor's hits bear a star; i = inactive; ? = inconclusive; · = not tested or not shown; & = joins results of further samples; [ ] = another dose, or the depositor's remark. Unless noted, calls follow the shape of the dose curve; as a rule, active = well fitted curve in the direction sought with a large enough effect; inconclusive = small, poorly fitted or top-dose-only effect, or another doubt; inactive = no such curve, though single readings can be large; an effect the other way counts as inactive or inconclusive. Not all compounds are listed. The share of hits here may be higher or lower than overall.

SMILES | DRD3 antagonist | aSyn yeast inh | TDP43 rescue | HEK293 tox | GLP1R ag | KB-V1 cytotox | D3 ag | PTHR1 ag | GLP-1R inv ag
CC1CCCCN1C(=O)CSc1nnc2c(n1)[nH]c1ccc(F)cc12 (stereo not given) | 9.1 | -1.4% | -18.5% | -3.2% | 2.4% | 0.0% | -1.0 | -26.7% | 19.0%
NC(Cc1ccc(F)cc1)c1csc(Nc2cc(NCc3ccco3)ncn2)n1 (stereo not given) | 1.4 | -7.1% | 23.0% | ? | -4.4% | ? | 1.0 | -16.1% | ?
Cc1cccc(C)c1NC(=O)CNC(=O)C(C)N1CCCCC1 (stereo not given) | 4.0 | 0.7% | 2.2% | 3.4% | 1.2% | -19.7% | 2.8 | -2.7% | 8.4%
COc1ccc(NC(=O)C(CCSC)N2C(=O)c3ccccc3C2=O)cc1 (stereo not given) | -24.0 | 11.6% | 2.0% | 8.4% | -1.7% | 16.5% | -16.7 | 6.7%[57.5 µM] | 0.0%
COc1ccc(CCN(C)C2CCCN(S(=O)(=O)c3ccccc3)C2)cc1OC (stereo not given) | 3.6 | 3.0% | 17.3% | -9.8% | 2.3% | 8.7% | -11.6 | -26.7% | 18.3%
Cc1ccc(C2C=C(c3ccccc3)Nc3nc(NS(=O)(=O)c4ccc(C)cc4)nn32)cc1 (stereo not given) | · | · | 21.1% | 306.4%[activator] | · | · | 11.2 | -8.9% | 2.2%
CN(C)C(=S)SCCn1c(N)nc(N(C)C)nc1=O | 1.3 | 0.4% | 5.0% | -0.3% | 1.7% | ? | 3.8 | -1.5% | 0.6%
COC(=O)C(=Nc1ccccc1)/C(C(=O)C(=O)N(C)c1ccccc1)=C(\O)c1ccccc1 | 1.1 | 0.8% | -25.0% | 37.9%[activator] | 0.1% | ? | 0.1 | -11.2% | 15.9%
Cc1nn(-c2nc(-c3ccc(F)cc3)cc(C(F)(F)F)n2)c(C)c1Br | · | · | -10.1% | 3.1% | · | 0.0% | 3.7 | -43.5%[inhibitor] | 5.9%
Fc1ccc(Nc2c3c(nc4ccccc24)CCC3)cc1 | 1.1 | 6.2% | -6.4%&3.0% | -28.8%&-10.0% | 0.5%&0.2% | -66.5%&-13.8% | -2.0&7.9 | -33.1%&-24.7%[inhibitor] | ?
CCN(CC(=O)Nc1cccc(Br)c1)Cc1nc2ccccc2c(=O)[nH]1 | 7.8 | 0.7% | 18.0% | 6.3% | 3.4% | -0.9% | 3.9 | -0.9%[57.5 µM] | -28.1%
Cc1cccc(NC(=O)c2ccc(C)c(S(=O)(=O)N3CCOCC3)c2)n1 | 3.4 | -0.3% | 25.9% | 12.5% | 5.2% | -10.2% | 6.4 | -20.7% | 0.4%
O=C(NNS(=O)(=O)c1ccccc1)c1cnn(-c2ccc(Cl)cc2)c1C(F)(F)F | -5.4 | 0.8% | -11.7% | 3.9% | -7.2% | -24.3% | 6.4 | -28.0% | -26.2%
CC(C)[C@H](N)C(=O)NC[C@H]1O[C@@H](n2cnc3c(N)ncnc32)[C@H](O)[C@@H]1O | 5.7 | -3.7% | 6.5% | -2.7% | 10.3% | 0.0% | 3.3 | i | -24.2%
COC(=O)c1ccc(C(=O)OC)c(NC(=S)N2CCN(c3ccc(F)cc3)CC2)c1 | -17.7 | -4.3% | -9.6% | -5.4%[1.53 µM] | -1.6% | ? | -4.4 | i | -13.2%
CC1(C)Cc2cccc(OCC(=O)Nc3ccc(S(N)(=O)=O)cc3)c2O1 | 9.4 | 1.8% | 17.8% | -5.9% | -4.3% | -21.4% | 15.3 | i | 4.1%
CCc1ccc(C(=O)NNC(=O)CN2C(=O)NC(CC)(c3ccccc3)C2=O)cc1 (stereo not given) | -6.3 | -5.7% | -10.2% | -3.3% | 6.8% | 1.1% | -18.0 | -63.5%[inhibitor] | ?
CC1=C(C)CC(C(=O)Nc2ccc3c(c2)OCO3)C(C(=O)O)C1 (stereo not given) | -17.8 | -2.2% | -15.5% | 3.0% | -8.5% | -10.4% | -5.0 | -24.4% | 30.9%
Cc1ccc(-n2ncc3c(=O)n(CC(=O)N4CCCc5ccccc54)cnc32)cc1C | 49.0 | 8.7% | 5.7% | 12.5% | -8.7% | 18.4µM* | 0.9 | -35.7% | -5.4%
COc1ccc(S(=O)(=O)N(C)c2ccc(C(=O)NCc3ccccn3)cc2)cc1OC | -9.3 | -6.8% | 6.0% | -8.6% | -2.3% | · | -1.6 | -7.0% | 15.6%

Reprinted from the results shown, 2 compounds:
SMILES | DRD3 antagonist | aSyn yeast inh | TDP43 rescue | HEK293 tox | GLP1R ag | KB-V1 cytotox | D3 ag | PTHR1 ag | GLP-1R inv ag
Cc1ccc(-n2ncc3c(=O)n(CC(=O)N4CCCc5ccccc54)cnc32)cc1C | 49.0 | 8.7% | 5.7% | 12.5% | -8.7% | 18.4µM* | 0.9 | -35.7% | -5.4%
COc1ccc(S(=O)(=O)N(C)c2ccc(C(=O)NCc3ccccn3)cc2)cc1OC | -9.3 | -6.8% | 6.0% | -8.6% | -2.3% | · | -1.6 | -7.0% | 15.6%

New compounds follow.
SMILES | DRD3 antagonist | aSyn yeast inh | TDP43 rescue | HEK293 tox | GLP1R ag | KB-V1 cytotox | D3 ag | PTHR1 ag | GLP-1R inv ag
CCn1c(=O)ccc2cc([N+](=O)[O-])ccc21 | 5.6 | -1.6% | -4.9% | -1.3% | -2.7% | 12.4% | 0.3 | -26.9% | 10.6%
CN(C)S(=O)(=O)c1ccc(C(=O)OCn2nnc3ccccc3c2=O)cc1 | 0.0 | ? | 0.0% | 4.1% | -3.8% | -5.8% | 1.0 | -45.3%[inhibitor] | 3.8%
Cc1ccc(C)c(-c2nnc(NC(=O)Cc3ccc(F)cc3)o2)c1 | 7.9 | -1.6% | 14.0% | -0.3% | -3.6% | ? | -12.4 | -1.5% | -2.4%
CCOc1ccccc1NC(=O)Nc1ccc2c(c1)CCC2 | -16.0 | 0.0% | 8.2% | -15.1% | 13.4% | -12.0% | -18.4 | -2.7% | 10µM*
CCN(Cc1ccncc1)C(=O)c1cc(COc2ccc(F)cc2F)on1 | -12.8 | -0.3% | 1.9% | -13.6% | -6.1% | -3.4% | 0.8 | -16.6% | -22.4%
COc1ccc(OC)c(CCNC(=O)CCc2cn(Cc3cc(C)ccc3C)c3ccccc23)c1 | · | · | 12.6% | -5.4% | · | · | -17.5 | -8.1% | ?
Cc1nnc(SCC(=O)NC23CC4CC(CC(C4)C2)C3)s1 | 2.6 | 1.2% | · | -2.9% | 7.4% | -1.4% | 8.1 | -9.4% | 0.5%
CCOC(=O)/C(C#N)=C(C)/C=C1\Sc2ccccc2N1CC | 109.0 | 1.7% | 4.1% | 1.6% | 18.0% | ? | 6.4 | i | 26.9%
O=C(NCCc1ccccc1)c1ccc(CSc2nc3cccnc3n2Cc2ccccc2)cc1 | · | · | 12.1% | -12.7% | · | ? | -19.9 | -9.6% | 3.4%
COc1cccc(CNc2nc(SC)ncc2CO)c1 | 23.3 | -0.3% | 17.4% | 13.9% | 14.9% | ? | -2.7 | -16.2% | -10.4%
C#CCOCCOCCOCCNc1nc(N2CCN(C(=O)[C@H](Cc3ccc(O)cc3)n3cc(C(N)CC(C)C)nn3)CC2)nc(N2CCN(C(=O)[C@H](CCC(=O)O)n3cc(C(N)[C@H](C)CC)nn3)CC2)n1 (stereo not given in full) | -6.2 | -0.1% | 7.2% | 13.2% | -1.4% | 13.8% | 2.4 | -14.5% | 0.6%
Cc1ccc(NNC(=O)c2cc(C)on2)c(C)c1 | 17.8 | -5.1% | 0.2% | 2.0% | -1.1% | 16.9% | 0.1 | i | ?
COc1cccc(-c2nnc(-c3ccc(C(F)(F)F)cc3)o2)c1 | 1.5 | -11.4% | ? | -34.0% | -4.2% | 7.2% | 10.2 | -12.3%[57.5 µM] | 5.4%
CC(C)(C)c1ccc(Cn2nnc3c(=O)[nH]c(C4CCN(C(=O)Cc5cccs5)CC4)nc32)cc1 | 20.4 | 5.4% | -6.3% | -10.7% | -0.7% | 10.2% | -1.6 | -22.1% | -0.5%
NC(=O)CSc1nnnn1-c1ccc2c(c1)OCCO2 | -2.9 | -0.2% | 3.6% | 22.2% | 19.3% | 0.0% | -2.7 | i | 0.8%
CCOc1ccc(N2C(=O)CC(N3CCN(c4ccccc4OC)CC3)C2=O)cc1 (stereo not given) | -16.3 | 19.5% | ? | 5.1% | -6.1% | -18.6% | -3.3 | -26.3% | 11.3%
COc1ccccc1C(=O)NCCNC(=O)c1ccc(C)nc1 | -3.8 | -0.9% | -9.3% | -1.9% | 2.6% | 11.4% | -4.7 | i | 9.7%
Cc1sc2ncnc(N[C@@H](CCC(=O)O)C(=O)O)c2c1C | 2.7 | -2.0% | -2.9% | 6.1% | -2.9% | -2.3% | 2.2 | -1.2%[57.5 µM] | -15.7%
COc1ccc(CCNC(=O)COc2cc(O)c3c(c2)OC(C)(C)CC3=O)cc1OC | -4.0 | -2.2% | 14.7% | 8.6% | -2.3% | 4.6% | 0.3 | -28.5% | 7.8%
CCOC(=O)CC(NC(=O)Cc1cccs1)c1ccccc1Cl (stereo not given) | -8.9 | -2.7% | 9.0% | 11.2% | 2.0% | -10.2% | 11.9 | i | -1.7%
CC1CCCN(S(=O)(=O)c2ccc(NC(=O)C3CCN(C(=O)C(C)(C)C)CC3)cc2)C1 (stereo not given) | 13.7 | 3.3% | 8.1% | 1.2% | -6.8% | 18.2% | 1.2 | -26.9% | ?
COc1cccc(-c2cc(C(=O)N3CCN(c4ncccn4)CC3)c3ccccc3n2)c1 | 38.5 | 4.2% | 17.8µM* | ? | 0.0% | ? | 3.5 | -41.1%[inhibitor] | ?
COc1ccc(NC(=O)CN(C)C(=O)C2(c3ccccc3)CCCC2)cc1 | -10.1 | 19.7% | 7.6% | -7.3% | -0.6% | ? | -8.9 | -16.4% | ?
